Tat export inh = inhibitors of E. coli Tat protein transport. inhibition, % at 10 µM. 340,000 tested, 0.036% active. E. coli MC4100 TorA-mCherry Tat export, fluorescence;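 active = mean replicate inhibition at least 50% and at least half of replicates individually reaching 50%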;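 note: exported cargo escapes ClpAP degradation while cytoplasmic cargo is degraded and loses fluorescence; 0% = median of neutral control wells and 100% = median of NaSCN control wells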
V-ATPase pH = yeast V-ATPase proton transport regulation by pHLuorin | S. cerevisiae, pHLuorin cytosolic pH fluorescence | 350,000 tested, 0.37% active | response, % at 10 µM; in the data active = response mostly above about 7.3%, no sharp cut-off; inactive = mostly below about 5.4%; note: actives read high; inactives centre near 0; some compounds called inactive have numbers as strong as hits; reference of the scale not given here
CAL PDZ FP-1 = inhibitors of human CAL PDZ peptide binding. purified CAL PDZ, TMR-peptide fluorescence polarization, 1 h. inhibition, % at 20 µM. 330,000 tested, 0.02% active. AID 504414;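 active = highest replicate inhibition of at least 40%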;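 note: plate controls were DMSO neutral control wells for no effect and unlabeled competitor peptide control wells for full effect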
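System: tagged CAL PDZ domain. Schedule: 1 h room-temperature incubation prior to read. Signal: fluorescence polarization (mP). Measure: percent inhibition from loss of millipolarization.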
cardiac RTF act = cardiac RTF calcium sensitization; 340,000 tested, 0.24% active; activation, % at 7.2 µM; P19429+P45379; IANBD-labeled TnC RTF fluorescence at EC20 calcium; 0% EC20 calcium, 100% full calcium;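 active = activation above the mean over all tested compounds plus 3 SD, cut at about 30% in these data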;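 note: rise in fluorescence read as greater calcium sensitivity of cardiac thin filaments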
Rtt109 Vps75 = inhibitors of Candida albicans Rtt109/Vps75 histone acetyltransferase; inhibition, % at 34.9 µM; Q5AAJ8; purified Rtt109/Vps75, ThioGlo CoA-SH fluorescence, 4 h; AID 540336; 330,000 tested, 0.16% active;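 active = inhibition of at least 50% in every replicate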
CDK5 p35 inh = inhibitors of human CDK5/p35 kinase | Recombinant CDK5/p35, ADP-Glo luminescence, 60 min | inhibition, % at 10 µM | 330,000 tested, 0.01% active;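 active = highest replicate inhibition of at least 50% and at least 75% of replicates reaching 50%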;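 note: plate controls were DMSO neutral control for no effect and GW8510 at 10 µM for full effect; many of its hits are not listed in these tables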
Target sequence (Q00535 whole entry, looked up): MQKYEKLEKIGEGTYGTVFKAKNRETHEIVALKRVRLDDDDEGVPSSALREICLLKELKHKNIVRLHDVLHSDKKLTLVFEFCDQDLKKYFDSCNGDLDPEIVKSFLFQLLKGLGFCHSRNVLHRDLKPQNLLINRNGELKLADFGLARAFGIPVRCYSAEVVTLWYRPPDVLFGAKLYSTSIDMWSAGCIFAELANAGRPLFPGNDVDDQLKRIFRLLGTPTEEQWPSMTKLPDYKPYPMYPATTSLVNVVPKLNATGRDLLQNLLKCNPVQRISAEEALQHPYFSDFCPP
Target sequence (Q15078 whole entry, looked up): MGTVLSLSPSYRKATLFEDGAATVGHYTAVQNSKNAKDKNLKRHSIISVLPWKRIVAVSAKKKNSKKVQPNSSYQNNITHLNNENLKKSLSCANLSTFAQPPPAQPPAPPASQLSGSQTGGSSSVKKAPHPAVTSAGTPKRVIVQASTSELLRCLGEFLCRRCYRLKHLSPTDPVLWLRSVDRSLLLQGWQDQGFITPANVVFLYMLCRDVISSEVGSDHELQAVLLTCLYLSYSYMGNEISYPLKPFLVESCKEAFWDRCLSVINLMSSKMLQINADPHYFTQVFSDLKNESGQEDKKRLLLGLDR
CAL PDZ FP-2 = CAL PDZ (human) peptide binding inhibition. AID 602252. 300,000 tested, 0.92% active. inhibition, % at 24.9 µM. Q9HD26. purified CAL PDZ, TMR-peptide fluorescence polarization, 1 h;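 active = mean inhibition of at least 30% with at least half of replicates also reaching 30%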;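 note: 0% = DMSO neutral control and 100% = excess unlabeled competitor peptide PRC23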
Wnt act = activates Wnt/beta-catenin signaling in a reporter cell assay; activator, plate reader; AID 743398; 300,000 tested, 1.2% active; activation, % at 9.35 µM; in the data active = activation above about 30%, passing the limit was not always enough;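 note: 0% = neutral control wells and 100% = positive control wells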
MITF TRPM1 HTS = increases MITF-driven TRPM1 promoter luciferase signal; AID 588334; SK-MEL-5 TRPM1-promoter luciferase, 24 h; % of positive control, neutral wells = 0; activation, % at 12.5 µM; 300,000 tested, 0.75% active;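 active = mean activation of at least 80% with every replicate also reaching 80%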;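 note: 0% = neutral control wells and 100% = parthenolide positive control wells; values of inactives mirror those of a sister screen read the other way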
dFosB act = mouse delta FosB homodimer activation; P13346; purified delta FosB, TAMRA-CDK5 oligo fluorescence polarization; percent of positive-control signal above neutral wells; activation, % at 25 µM; 340,000 tested, 0.99% active; AID 493131;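 active = mean activation above about 17%, with every replicate also reaching it, limit read from the data, passing the limit was not always enough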;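 note: fluorescence polarization rise as delta FosB binds a TAMRA Cdk5 AP-1 oligo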
Target sequence (P13346 whole entry, looked up): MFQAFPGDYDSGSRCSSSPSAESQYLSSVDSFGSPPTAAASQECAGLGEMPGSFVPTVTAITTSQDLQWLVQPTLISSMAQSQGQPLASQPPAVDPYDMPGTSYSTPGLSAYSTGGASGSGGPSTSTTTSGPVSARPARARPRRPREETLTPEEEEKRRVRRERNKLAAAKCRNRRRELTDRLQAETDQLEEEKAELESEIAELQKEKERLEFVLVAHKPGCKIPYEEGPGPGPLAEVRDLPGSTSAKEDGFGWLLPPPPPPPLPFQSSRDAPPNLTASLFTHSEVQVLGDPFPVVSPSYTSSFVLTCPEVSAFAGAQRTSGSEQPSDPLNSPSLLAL
* = called active by the depositor; · = no result given; & = joins results of further samples.

#1 Cc1nn(CC(=O)Nc2ccc(N3CCOCC3)cc2)c(C)c1[N+](=O)[O-]
#2 Cc1ccc(C)c(OCc2cc(C(=O)N3CCc4sccc4C3)no2)c1
#3 COc1cccc(-c2csc3nc[nH]c(=O)c23)c1
#4 O=C(CCl)Nc1sccc1C(=O)c1ccccc1
#5 CCOC(=O)C1CCCCN1Cc1cn(C)nc1-c1ccccc1F (stereo unspecified)
#6 Cn1cccc1C(=O)NNC(=O)COc1ccc(Br)cc1
#7 Nc1ccc(C(=O)N(CCO)CCO)cc1
#8 CCN(CC)S(=O)(=O)c1ccc(C(=O)NCc2n[nH]c(=S)n2-c2ccccc2OC)cc1
compound no.,1,2,3,4,5,6,7,8
CDK5 p35 inh,1.2,0.3,1.0,-1.0,0.5,4.0,3.0,2.8
V-ATPase pH,2,3,4,4,0,1,-3,-1
Tat export inh,7,-2,3,6,-4,3,-12,1
CAL PDZ FP-2,-4,-4,2,1,1,-1,-2,-4
Rtt109 Vps75,-4,5,-3,·,3,0,1,-12
CAL PDZ FP-1,-0.6,-2.5,-1.6,-0.5,-2.0,-2.0,-0.5,-0.7
cardiac RTF act,-2,-6,6,1,-1,-2,-1,3
MITF TRPM1 HTS,-6,3,·,·,-5,2,-9,-9
dFosB act,7,-10,-11,-9,4,5,-2,0
Wnt act,-1,4,-4,3,19,3,-1,·

5 compounds already listed, ordered by their value in CAL PDZ FP-2, rising:
no. | molecule | CAL PDZ FP-2
8 | CCN(CC)S(=O)(=O)c1ccc(C(=O)NCc2n[nH]c(=S)n2-c2ccccc2OC)cc1 | -4
7 | Nc1ccc(C(=O)N(CCO)CCO)cc1 | -2
6 | Cn1cccc1C(=O)NNC(=O)COc1ccc(Br)cc1 | -1
4 | O=C(CCl)Nc1sccc1C(=O)c1ccccc1 | 1
3 | COc1cccc(-c2csc3nc[nH]c(=O)c23)c1 | 2

The list goes on:
#9 C[C@H](CCC(=O)NCC(=O)O)[C@H]1CC[C@H]2[C@@H]3[C@H](O)C[C@@H]4C[C@H](O)CC[C@]4(C)[C@H]3C[C@H](O)[C@]12C
#10 Cc1ccc(-n2c(-c3ccccc3)c[n+]3c2CCc2ccccc2-3)c(C)c1
#11 O=C(NNC(=O)c1n[nH]c2ccccc12)c1ccccc1
#12 C/C(=N\Nc1nc2ccccc2[nH]1)c1ccc2c(c1)OCCO2
#13 COc1ccc(CNCCS(=O)(=O)NCc2ccccc2)cc1
#14 O=C(C(Sc1ccccc1)c1ccccc1)N1CCN(c2ccccc2)CC1 (stereo unspecified)
#15 O=C(C1CCN(S(=O)(=O)c2ccccc2)CC1)N(CCc1ccccc1)Cc1ccco1
#16 COc1ccc(S(=O)(=O)N2CCc3ccccc32)cc1C(=O)N1CCN(C=O)CC1
compound no.,9,10,11,12,13,14,15,16
CDK5 p35 inh,-0.4&0.5&-0.4,0.6,-1.0,0.5,-0.6,-2.2,0.0,-1.2
V-ATPase pH,-3&-3&0,-2,1,0,1,-2,-3,1
Tat export inh,-20&-9&4,1,2,4,6,10,4,0
CAL PDZ FP-2,-8&-1&-7,-1,-4,-3,-6,-1,1,·
Rtt109 Vps75,-2&0&-3,6,-13,32,-8,13,0,7
CAL PDZ FP-1,-0.2&-0.7&0.0,-3.0,-1.9,0.1,-1.2,-0.4,-1.6,-0.1
cardiac RTF act,3&2&-2,-1,-1,3,-1,-4,0,-3
MITF TRPM1 HTS,-18&0&6,-74,21,33,-3,18,·,-15
dFosB act,-5&-5&1,-7,0,15,-3,-6,-16,-4
Wnt act,0&2&-1,-4,0,29,-1,·,-2,1

Results in V-ATPase pH, Wnt act and Tat export inh, for some of the entries so far:
no.	smiles	V-ATPase pH	Wnt act	Tat export inh
13	COc1ccc(CNCCS(=O)(=O)NCc2ccccc2)cc1	1	-1	6
9	C[C@H](CCC(=O)NCC(=O)O)[C@H]1CC[C@H]2[C@@H]3[C@H](O)C[C@@H]4C[C@H](O)CC[C@]4(C)[C@H]3C[C@H](O)[C@]12C	-3&-3&0	0&2&-1	-20&-9&4

(further entries)
#17 O=C(NC(Cc1ccccc1)C(=O)O)c1ccc(S(=O)(=O)N2CCCC2)cc1 (stereo unspecified)
#18 Cc1ccc(-c2cc(C(=O)N3CCN(C(=O)c4ccco4)CC3)[nH]n2)cc1C
#19 CC1CCCC(CC(N)=O)CC1 (stereo unspecified)
#20 O=C(Cn1nc(Cc2cccnc2)c2ccccc2c1=O)Nc1cc(F)ccc1F
#21 COCCNC(=O)c1cc2sc3ccccc3c2s1
#22 O=C(c1cccc(C(=O)N2CCc3ccccc32)n1)N1CCc2ccccc21
#23 C/C(Cn1nc([N+](=O)[O-])cc1C)=N\NC(=O)COc1ccc(Cl)cc1Cl
#24 Cc1ccc(NC(=O)c2ccn(C(=O)Nc3ccccc3)n2)c(C)c1
compound no.,17,18,19,20,21,22,23,24
CDK5 p35 inh,-0.9,0.1,-0.1,0.4,-0.3,-0.7,·,-4.3
V-ATPase pH,·,-2,1,-3,0,1,-2,1
Tat export inh,7,0,6,0,-10,-7,-1,0
CAL PDZ FP-2,·,-5,-3,66*,1,2,0,-3
Rtt109 Vps75,-6,-2,-4,-5,-6,-1,9,9
CAL PDZ FP-1,0.2,-1.8,-0.5,-1.1,-3.9,-1.2,-0.6,0.6
cardiac RTF act,-4,-3,-1,0,5,0,-3,4
MITF TRPM1 HTS,-10,8,1,-4,·,-5,-3,35
dFosB act,-3,-11,-1,-7,-1,-3,-6,-2
Wnt act,·,4,-3,2,46*,·,·,23

#25 Cc1ccc(S(=O)(=O)NC(CC(C)C)C(=O)Nc2ccncc2)cc1 (stereo unspecified)
#26 CCCCN(C(=O)C1CC(=O)N(CCc2ccc(OC)c(OC)c2)C1)c1c(N)n(CCCC)c(=O)[nH]c1=O (stereo unspecified)
#27 COc1cc(C(Nc2ccccn2)c2ccc3ccc(C)nc3c2O)cc(OC)c1O (stereo unspecified)
#28 CN(c1ccc(OC(=O)c2ccc(-n3cncn3)c([N+](=O)[O-])c2)cc1)S(=O)(=O)c1ccccc1
#29 CC(=O)c1cccc(NS(=O)(=O)N2CCOCC2)c1
#30 CCOC(=O)c1c(NC(=S)NC(=O)c2ccco2)sc2c1CCCC2
#31 Cc1ccc(-c2ccc(/C=N/NC(=S)Nc3ccccc3)o2)cc1[N+](=O)[O-]
#32 COc1ccc(/C=C(\C#N)C(=O)NCc2ccccc2)cc1
compound no.,25,26,27,28,29,30,31,32
CDK5 p35 inh,0.0,0.5,0.0,-2.9,-1.0,2.6,0.2,-0.4
V-ATPase pH,-2,-5,2,3,-1,2,-3,1
Tat export inh,6,0,16,-7,6,-10,-1,-3
CAL PDZ FP-2,·,·,-1,0,·,59*,-4,-3
Rtt109 Vps75,1,8,17,2,-11,-2,1,-14
CAL PDZ FP-1,-0.5,0.4,-0.4,-0.8,-3.4,0.1,·,-1.8
cardiac RTF act,-8,-10,-3,0,-1,0,-4,1
MITF TRPM1 HTS,3,-1,·,·,-5,-1,6,3
dFosB act,-9,-5,1,-8,-4,-5,-7,8
Wnt act,24,3,·,-1,-1,-5,·,1

#33 COc1ccc(CN(C(=O)CCC(=O)Nc2cc(C)on2)C(C(=O)NC(C)(C)C)c2cccc(OC)c2OC)cc1 (stereo unspecified)
#34 O=C(Nc1nccs1)C1CC(=O)N(c2ccccc2Cl)C1 (stereo unspecified)
#35 O=C(O)CCCNC(=O)OCc1ccccc1
#36 CCOC(=O)Cn1c(=O)oc2cc(S(=O)(=O)NC(C)(C)CC)ccc21
#37 COCC(C)n1c(SCc2nc3ccccc3c(=O)[nH]2)nc2ccccc2c1=O (stereo unspecified)
#38 S=C(NCc1ccncc1)Nc1ccc(Br)cc1Cl
#39 Cc1ccc(OP(=O)(Nc2c(C)n(C)n(-c3ccccc3)c2=O)Oc2ccc(C)cc2)cc1
#40 Cc1ncsc1CCOC(=O)c1ccc(Cl)cc1
compound no.,33,34,35,36,37,38,39,40
CDK5 p35 inh,-0.5,-1.2,-5.4,0.6,-3.3,-1.3,-1.1,-1.0
V-ATPase pH,1,-5,-2,-1,0,5,4,-3
Tat export inh,10,9,26,4,-3,-7,-3,16
CAL PDZ FP-2,-3,-5,-1,1,-3,-4,-5,-4
Rtt109 Vps75,-3,-1,5,-6,5,-2,·,6
CAL PDZ FP-1,-2.0,-1.7,-1.5,-0.4,-3.2,-1.2,-2.1,-0.4
cardiac RTF act,-3,4,0,2,-6,0,-4,9
MITF TRPM1 HTS,-8,-2,·,-7,-7,-6,-9,34
dFosB act,-11,0,-2,-12,-11,7,-9,0
Wnt act,-2,·,3,-3,-2,-1,-2,5

#41 Cc1c(C)c2ccc(OCC(=O)N(C)C)c(C)c2oc1=O
#42 O=C(COC(=O)C1CC2C=CC1C2)Nc1cccc(S(=O)(=O)N2CCCCCC2)c1 (stereo unspecified)
#43 COCc1[nH]nc2c1C(c1ccc(OC)c(OC)c1)C(C#N)=C(N)O2 (stereo unspecified)
#44 CC(=O)c1sc2nsc(SCCN3CCCC3)c2c1N
#45 Cc1nonc1NC(=O)CSc1nc2ccccc2o1
#46 O=C(COC(=O)CCSc1ccc(F)cc1)NCc1ccc(F)cc1
#47 CC1CCCCC12NC(=O)N(CC(=O)NCC(=O)Nc1ccc(F)c(F)c1F)C2=O (stereo unspecified)
#48 O=C(Nc1cccnc1Cl)c1ccc(S(=O)(=O)N2CCCCCC2)cc1
compound no.,41,42,43,44,45,46,47,48
CDK5 p35 inh,-0.5,-4.9,-0.6,1.9,0.1,-1.3,1.5,0.1
V-ATPase pH,3,11,-2,3,3,-6,4,6
Tat export inh,-10,8,0,4,6,9,-8,5
CAL PDZ FP-2,-3,-2,-1,-2,-3,·,-4,-1
Rtt109 Vps75,0,3,12,-3,-21,-4,3,-4
CAL PDZ FP-1,-3.7,-3.3,-1.9,-0.1,-2.2,-0.2,-0.1,·
cardiac RTF act,-4,16,-2,-2,-7,-5,2,-2
MITF TRPM1 HTS,16,3,·,7,1,-3,11,1
dFosB act,-8,-13,-1,-4,0,-5,8,-7
Wnt act,·,·,·,1,0,-2,0,-3

#49 O=C(Nc1ccc2nc(N3CCOCC3)sc2c1)c1ccc(F)cc1
#50 NC(=O)C1CCN(C2CC(=O)N(c3ccc(F)c(Cl)c3)C2=O)CC1 (stereo unspecified)
#51 CCC(=O)c1cn([C@H](CCC(OC)OC)CC(=O)OC(C)(C)C)cc1CC
#52 O=S(=O)(c1cc(Br)ccc1Br)N1CCCCCC1
#53 CCCCn1c(N)c(N(CCOC)C(=O)CC(NC(=O)c2ccccc2)c2ccccc2)c(=O)[nH]c1=O (stereo unspecified)
#54 Cc1noc(C)c1NC(=O)N(C)C[C@H]1Oc2c(NS(=O)(=O)c3cn(C)cn3)cccc2C(=O)N([C@H](C)CO)C[C@@H]1C
compound no.,49,50,51,52,53,54
CDK5 p35 inh,0.4,-0.8,1.0,-1.1,2.0,-0.8
V-ATPase pH,2,-2,3,3,-4,-1
Tat export inh,-2,-6,-9,-5,4,2
CAL PDZ FP-2,-5,0,-4,1,-4,-3
Rtt109 Vps75,-8,-7,9,12,3,13
CAL PDZ FP-1,0.6,-2.6,0.0,-0.5,-1.3,0.4
cardiac RTF act,-1,-4,-4,-4,5,-5
MITF TRPM1 HTS,15,-3,14,0,1,-5
dFosB act,-4,-3,0,-5,-7,4
Wnt act,-2,·,-1,12,-2,-1

Copied from the list:
Entry of no. 33 in dFosB act: -11
Entry of no. 45 in Tat export inh: 6
Entry of no. 29 in V-ATPase pH: -1
Entry of no. 52 in Rtt109 Vps75: 12
Entry of no. 10 in MITF TRPM1 HTS: -74
